Screens deposited in PubChem by The Scripps Research Institute Molecular Screening Center.
TbREL1 inh: TbREL1 inhibition, primary screen. P86926. TbREL1 RNA ligation, FRET fluorescence. inhibition, % at 9.66 µM. 89,000 tested, 0.49% active;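 active = inhibition above the mean inhibition across all screened compounds plus 3 SD, cut at about 11% in these data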;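 also: 0% = plate median of test wells and 100% = NSC42067 control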
Target sequence (P86926 whole entry, looked up): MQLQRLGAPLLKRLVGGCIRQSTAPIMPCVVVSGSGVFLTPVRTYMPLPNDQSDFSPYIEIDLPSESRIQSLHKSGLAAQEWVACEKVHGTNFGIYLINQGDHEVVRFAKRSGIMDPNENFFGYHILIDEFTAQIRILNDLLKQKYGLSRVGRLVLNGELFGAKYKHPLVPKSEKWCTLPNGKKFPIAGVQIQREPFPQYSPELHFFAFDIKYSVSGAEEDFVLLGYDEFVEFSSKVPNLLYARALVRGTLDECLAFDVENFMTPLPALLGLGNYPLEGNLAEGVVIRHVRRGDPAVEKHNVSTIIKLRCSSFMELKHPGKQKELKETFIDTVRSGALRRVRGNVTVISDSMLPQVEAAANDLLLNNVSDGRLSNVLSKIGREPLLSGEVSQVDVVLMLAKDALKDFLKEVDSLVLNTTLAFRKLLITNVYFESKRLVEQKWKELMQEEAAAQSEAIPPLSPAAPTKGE
* = called active by the depositor. The list is partial; rates above refer to the full screens.

SMILES | TbREL1 inh
COc1cccc(/C=N/NC(=O)c2ccc3nc[nH]c3c2)c1 | 0
CC(C)c1ccc(NC(=O)CSc2n[nH]c(=O)n2-c2cccnc2)cc1 | 1
CCCOC(=O)N[C@@H]1C(=O)N2C(C(=O)OCCC)=C(C)CS[C@H]12 | -1
COc1cc2c(cc1OC)C1=C(C#N)CCC(=NC(=O)c3ccco3)N1CC2 | 2
O=C1C=C(c2ccccc2)C(=O)N1Nc1ccccc1 | 2
CCCCCc1ccc(NC(=O)O[C@@H]2CC[C@@]34CCCN3C(=O)CCC[C@H]4C2)cc1 | -3
CCOC(=O)[C@H]1[C@H]2COc3ccc(Br)cc3[C@@H]2N2C(=O)c3cc(OC)c(OC)cc3NC(=O)[C@@]12C | -3
Cc1cc(F)ccc1NC(=O)c1cccnc1 | 0
COc1ccc(NC(C)C(=O)N/N=C/c2ccc([N+](=O)[O-])s2)cc1 (stereo unspecified) | -8
Cc1nnc(SCC(N)=O)n1CC1CCCO1 (stereo unspecified) | -1
CC(=O)c1ccc(S(=O)(=O)NCCC(=O)OCC(=O)NCCc2ccccc2)cc1 | -1
C/C(CC(=O)NCC(C)C)=N\NC(=O)COc1cc(C)c(Br)cc1Br | 0
Cc1sc(NC(=O)C2CCCCC2C(=O)O)c(C(N)=O)c1-c1ccc(C(C)C)cc1 (stereo unspecified) | 2
COc1ccc(CN2CCN(S(=O)(=O)c3ccc(F)cc3)CC2)cc1OC | 1
Cc1ccc(CN2CCCOCCS2(=O)=O)cc1 | -1

Rewritten with values ahead of the structure: two of the compounds above.
TbREL1 inh,SMILES
-3,CCCCCc1ccc(NC(=O)O[C@@H]2CC[C@@]34CCCN3C(=O)CCC[C@H]4C2)cc1
1,COc1ccc(CN2CCN(S(=O)(=O)c3ccc(F)cc3)CC2)cc1OC

Remaining list, next part.
SMILES | TbREL1 inh
COc1cc(CN(C)Cc2nc3cc(C(F)(F)F)ccc3c(=O)[nH]2)ccc1OC(F)F | 1
CCCc1ncc(C(O)c2cccc(OC)c2)n1C (stereo unspecified) | 0
Cc1nn(C(=O)c2ccccc2)c2c1C(=O)CC(C)(C)C2 | 2
Cn1c(N)c(C(=O)CSc2ncn[nH]2)c(=O)n(C)c1=O | 0
Cc1cccc(N/C=C(\[N+](=O)[O-])S(=O)(=O)c2ccccc2)c1 | 6
Cc1ccc(NS(=O)(=O)c2cc(NC(=O)C(C)Oc3ccccc3)ccc2C)c(C)c1 (stereo unspecified) | 0
O=C([C@@H]1CC=C[C@@H]2CCN(C3CC3)C(=O)[C@@H]21)N1CCN(c2ccccc2)CC1 | -2
O=C(CCCN1C(=O)c2ccccc2C1=O)Nc1ccccn1 | 0
Oc1ccccc1CN1CCCN(Cc2ccccc2O)C1 | -2
O=C(Cc1ccc(Cl)cc1)NCCCNC(=O)c1cccnc1 | 3
COc1ccc(NC(=S)NC(=O)c2cc3ccccc3o2)c(OC)c1 | -2
FC(F)(F)c1nnc2ccc(N3CCCCCC3)nn12 | -4
CCOC(=O)C1CCCN(c2c(N3CCN(c4ccccn4)CC3)c(=O)c2=O)C1 (stereo unspecified) | -3
COc1ccc(CNC(=O)CNC(=O)CNS(=O)(=O)c2ccc(C)c(C)c2)cc1 | -2
COc1ccc(N2CCN(CCNS(=O)(=O)c3ccc(C)cc3)CC2)cc1 | -1

Sorted by number of heavy atoms (ascending): seven of the compounds above.
SMILES | TbREL1 inh
Cn1c(N)c(C(=O)CSc2ncn[nH]2)c(=O)n(C)c1=O | 0
Cc1nn(C(=O)c2ccccc2)c2c1C(=O)CC(C)(C)C2 | 2
Cc1cccc(N/C=C(\[N+](=O)[O-])S(=O)(=O)c2ccccc2)c1 | 6
COc1ccc(NC(=S)NC(=O)c2cc3ccccc3o2)c(OC)c1 | -2
COc1ccc(N2CCN(CCNS(=O)(=O)c3ccc(C)cc3)CC2)cc1 | -1
CCOC(=O)C1CCCN(c2c(N3CCN(c4ccccn4)CC3)c(=O)c2=O)C1 (stereo unspecified) | -3
Cc1ccc(NS(=O)(=O)c2cc(NC(=O)C(C)Oc3ccccc3)ccc2C)c(C)c1 (stereo unspecified) | 0

Returning to the listing, repeating the 7 entries before the break.
SMILES | TbREL1 inh
Oc1ccccc1CN1CCCN(Cc2ccccc2O)C1 | -2
O=C(Cc1ccc(Cl)cc1)NCCCNC(=O)c1cccnc1 | 3
COc1ccc(NC(=S)NC(=O)c2cc3ccccc3o2)c(OC)c1 | -2
FC(F)(F)c1nnc2ccc(N3CCCCCC3)nn12 | -4
CCOC(=O)C1CCCN(c2c(N3CCN(c4ccccn4)CC3)c(=O)c2=O)C1 (stereo unspecified) | -3
COc1ccc(CNC(=O)CNC(=O)CNS(=O)(=O)c2ccc(C)c(C)c2)cc1 | -2
COc1ccc(N2CCN(CCNS(=O)(=O)c3ccc(C)cc3)CC2)cc1 | -1
O=C(CN1CCN(S(=O)(=O)c2ccc(F)c(Cl)c2)CC1)N1CCOCC1 | 2
COc1cc(C)ccc1S(=O)(=O)N1CCCCCC1 | -1
Cc1nc2cc(Cl)ccc2n1-c1ccccc1 | -2
COC(=O)c1cc(OC)c(OC)cc1NC(=S)N1CCN(Cc2ccccc2)CC1 | 0
O=C(CSc1nc2ccccc2c(=O)n1-c1ccccc1)N1CCCc2ccccc21 | -2
COc1ccc(F)cc1C(=O)C1CCCN(Cc2cn(C)c3ccccc23)C1 (stereo unspecified) | -3
COc1ccc(COn2c(=O)c(C)[n+]([O-])c3ccccc32)cc1OC | -1
CSc1ccccc1NC(=O)CSc1nncs1 | 2
O=C(OCc1cn(Cc2ccccc2)nn1)N1CCCC1 | 0
CCN(C(=O)COC(=O)CSc1ccc([N+](=O)[O-])cc1)C1CCS(=O)(=O)C1 (stereo unspecified) | 5
COc1ccc(-c2nnc(SCC(=O)N3CCCC3)o2)c(OC)c1 | -6
O=C1NN=C(c2ccccc2)C1Cc1ccccc1 (stereo unspecified) | -3
CC(O)(C#CCN1CCOCC1)c1ccccc1 (stereo unspecified) | 4
CN(Cc1ccccc1)Cc1nc2c(c(=O)n(C)c(=O)n2C)n1Cc1ccc(F)cc1 | -1
Cc1cc(Br)ccc1NC(=O)CSCc1c(C)noc1C | 1
COc1cc(OC)cc(C(=O)NCC(=O)OCC(=O)c2cc(OC)ccc2OC)c1 | 1
CC(C)CNC(=O)N1c2ccccc2Sc2ccccc21 | 2
CCCCCc1ccc(CC(=O)N2CCOCC2)cc1 | -2
CN(Cc1ccc(F)cc1)C(=O)CN1C(=O)C2(OCCCO2)c2ccccc21 | -4
Cc1cccc(C)c1NC1=NC(C)(C)N=C(N)N1 | -2
C/C(=N\Nc1nncc2ccccc12)c1ccc(OCC(=O)N(C)C)cc1 | -3
CCn1cc(CN2CCCC(C(=O)c3ccc(-c4ccccc4)c(F)c3)C2)cn1 (stereo unspecified) | -3
Cc1cc(Cl)ccc1C(O)c1ncc(-c2ccc(Cl)cc2)[nH]1 (stereo unspecified) | 2
OCCN(Cc1ccccc1)C(=S)NC1CCCCC1 | 4
Cc1ccc(CNC(=O)CC2C(=O)Nc3c2c(=O)n(C)c(=O)n3Cc2ccccc2)cc1 (stereo unspecified) | 11
O=C1[C@H]2[C@@H](c3ccc(C(F)(F)F)cc3)N[C@]3(CCCN(Cc4ccc(C(F)(F)F)cc4)C3=O)[C@H]2C(=O)N1Cc1ccccc1 | -5
O=C(COC(=O)COc1ccccc1)NCCC1=CCCCC1 | 5
COc1ccccc1C(=O)n1ccc2ccc(-c3ccc4ccn(Cc5ccc(C#N)cc5)c4c3)cc21 | 4
O=C(N/N=C/c1ccc(N2CCOCC2)cc1)C1COc2ccccc2O1 (stereo unspecified) | -1
CCOC(=O)N1CCN(C(c2cc3ccccc3o2)c2nnnn2C(C)(C)C)CC1 (stereo unspecified) | 4
COC(=O)c1sc2nc(SCc3ccccc3C#N)n(N)c(=O)c2c1C | -1
O=C(CCNC(=O)c1ccc(Br)o1)NCc1ccccc1Cl | 0
Cn1cccc1CC(=O)N/N=C\c1ccccc1 | -1
O=C(COC(=O)/C=C/c1ccccc1)NC1CCCC1 | 0
CCOC(=O)c1nn(-c2ccc(Cl)cc2)cc1O | 8
CN(c1ccc(OC(=O)c2ccc(-n3cncn3)c([N+](=O)[O-])c2)cc1)S(=O)(=O)c1ccccc1 | 5
C=CC[C@@H](CC(=O)N(CCO)Cc1ccccc1)C(=O)N[C@H](COC(=O)[C@@H](CC=C)Cc1ccc(F)cc1)c1ccccc1 | 2
CCN1CCN(c2cc(=O)n(-c3cc(Cl)ccc3C)c(=O)[nH]2)CC1 | 3
O=C(COC(=O)c1cccc(Br)c1)NC(=O)NC1CCCC1 | 2
Cc1ccc(NC(=O)c2cn(-c3cccc(C)n3)cn2)cc1 | -2
Nc1c(C(=O)NCc2ccc3c(c2)OCO3)nnn1Cc1ccc(Br)cc1 | 1
CCCCN(C(=O)c1cc(-c2ccco2)nc2ccccc12)c1c(N)n(CCC)c(=O)[nH]c1=O | -1
CCOC(=O)CN1C(=O)N[C@@H](c2ccccc2)[C@@H](C(=O)OC)[C@H]1C | -2
CC1(C)Cc2cccc(OCC(=O)Nc3cc(S(C)(=O)=O)ccc3Cl)c2O1 | -3
CC(C)CN1CCC(=O)N(CCSc2ccccc2)CC1 | -2
CC1=NN(c2ccc(S(=O)(=O)O)cc2C)C(=O)C1 | 1
Cc1c(C(=O)NCc2cccs2)oc2ccc(S(=O)(=O)N3CCOCC3)cc12 | 2
COc1ccc(CNC(=O)C2CCN(S(=O)(=O)c3cccc4cccnc34)CC2)cc1 | -1
N#Cc1c(NC(=O)CSc2nc3c(c(C(F)(F)F)n2)CCc2ccccc2-3)sc2c1CCCC2 | 3
CCN(CC)c1ccc(C(=O)NNC(=O)CCNC(=O)c2ccccc2)cc1 | 0
CS(=O)(=O)Nc1ccccc1C(=O)O | 1
CCc1ccc(C2c3[nH]c4ccccc4c3CCN2C(=O)CNC(N)=O)cc1 (stereo unspecified) | -2
CCc1ccccc1NC(=O)CN(C)C(=O)c1cc(C2CC2)nc2c1cnn2C(C)C | -4
COC(=O)c1cc(C)sc1NC(=O)CN1CCN(C(=O)c2ccco2)CC1 | 1
O=C(COc1cccc2ccccc12)Nc1nc2ccccc2[nH]1 | 1
CCCCn1c(CN2CCN(C)CC2)nc2ccccc21 | 2
COC(=O)C1=C(C)N(Cc2ccccc2)C(=NCc2cccc(C(F)(F)F)c2)N[C@H]1c1cccc(F)c1 | 9
CCCCc1ccc(-c2nc(-c3ccncc3)no2)cc1 | 3
Cn1ccnc1C(=O)c1ccc(Cl)c(S(=O)(=O)N2CCOCC2)c1 | 2
Cn1c(N)c(C(=O)COC(=O)COc2ccc(C#N)cc2)c(=O)n(C)c1=O | 0
(listing goes on)
SMILES | TbREL1 inh
COC(=O)c1cnc(NNS(=O)(=O)c2ccc(Cl)cc2)nc1C(F)(F)F | -5
c1ccc(-c2ccccc2OCCCN2CCCCC2)cc1 | 4
CC(=O)Nc1nnc(SCc2cc(=O)c(OC(=O)c3ccccc3)co2)s1 | 6
COCc1cc(=O)n2[nH]c(C)nc2n1 | 0
COC(=O)C1=C(C)N(Cc2cccc(C(F)(F)F)c2)C(=NCC2CC2)NC1c1ccccc1C(F)(F)F (stereo unspecified) | 15*
O=C1CC(SC2=NCCS2)C(=O)N1c1ccc(Cl)cc1 (stereo unspecified) | 5
COc1ccc2cc(C(=O)C3CCCN(Cc4cccc(C)n4)C3)ccc2c1 (stereo unspecified) | -3
CCOC(=O)C1CCCN(CC(=O)Nc2nc(-c3ccccc3)cs2)C1 (stereo unspecified) | 1
CCCNC(=O)COC(=O)/C=C/c1ccc(C)o1 | 1
CNC(=O)COc1ncnc2scc(-c3ccc(F)cc3)c12 | 0
COc1ccc(S(=O)(=O)N2CCCC2C(=O)Nc2ccc(C(C)=O)cc2)cc1 (stereo unspecified) | 4
COc1cccc(OC)c1C(=O)Nc1cccc(S(=O)(=O)Nc2ccccc2Cl)c1 | 0
CCCCCC(=O)NC(Nc1ccc(S(N)(=O)=O)cc1)C(Cl)(Cl)Cl (stereo unspecified) | 0
O=S(=O)(CC(c1ccccc1)N1CCCCC1)c1ccc(Cl)cc1 (stereo unspecified) | -2
O=C(N/N=C/c1ccc([N+](=O)[O-])s1)c1cccc(Br)c1 | 4
COc1ccc(CN(C)C(=O)Cn2cnc(C(=O)Nc3ccc(C)c(C)c3)n2)cc1OC | 2
Fc1ccc(CN2CCCCCC2)c(F)c1 | 2
Brc1ccccc1-n1nnc(-c2nccs2)n1 | 1
COc1cc(S(=O)(=O)N2CCCCC2)c(OC)cc1Br | -1
CC(=O)c1ccc(-c2cnc3c(NC=O)cc(-c4cnn(C)c4)cn23)cc1 | 0
O=C(CCNC(=O)c1ccc(Br)cc1)NNC(=O)C1COc2ccccc2O1 (stereo unspecified) | 5
N#Cc1ccc(C(=O)Nc2ccc(N3CCN(C(=O)c4ccco4)CC3)cc2)c(F)c1 | -5
OCC[C@H]1C[C@H](O)[C@@H](O)[C@@]2(CCCO2)O1 | -2
C=CCn1c(SCC(=O)Nc2ccccc2OC)nc2c([nH]c3ccccc32)c1=O | 2
COc1ccc(N2CCN(C(=O)c3ccncc3)CC2)cc1 | -1
C=CCSc1nnc2nc3[nH]c4c(C)cccc4c3nn12 | 2
COC(=O)c1ccc(Cn2ccc3ccc(-c4ccc5ccn(C(=O)C6CCCCC6)c5c4)cc32)cc1 | 4
O=C(NCc1ccccn1)C1CC(=O)N(C2CCCC2)C1 (stereo unspecified) | 3
COc1ccc(-c2nc(CSCC(=O)NC3CC3)c(C)o2)cc1OC | 1
O=C(NCc1ccc(OC(F)(F)F)cc1)c1cccc2c1C(=O)c1ccc(N3CCC(Cc4ccccc4)CC3)cc1S2(=O)=O | -2
Cc1cccc(NC(=O)C(=O)NCC2CCCN2S(=O)(=O)c2cccs2)c1C (stereo unspecified) | -2
O=C(Nc1ccc(O)c2c(=O)cc(-c3cccc(Cl)c3)oc12)c1ccccc1Cl | 0
